High-throughput results (PubChem BioAssay)
BAZ2B block: qHTS Assay for Inhibitors of BAZ2B. Bromodomain adjacent to zinc finger domain protein 2B (Homo sapiens), Q9UIF8. AlphaScreen BAZ2B-H3K14Ac peptide displacement. Potency, µM (top dose mostly 114 µM), for inactives: at the top dose activity change, negative = inhibition, hits mostly inhibitors. hit rate 4.4% among 360,000; note: potency is the fitted concentration of half-maximal effect; % is set by controls: 0 for no effect and ±100 for the full control effect; nearly all actives have a fitted effect of over 60% in size
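Protein-peptide AlphaScreen: BAZ2B 50 nM, b-H3K14Ac 50 nM, 1x PBS pH 7.4 + 0.01% Tween-20. Preincubation 30 min RT; cpd 30 min RT (top 110 uM); beads 20 min RT, light-protected.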
Pin1 inh: qHTS Assay to Find Inhibitors of Pin1 | Pin1 FP peptide displacement, HiFluor488, 10 min | Potency, µM (doses to about 115 µM), inactives show top-dose activity, negative = inhibition, hits mostly inhibitors | hit rate 0.009% among 390,000; active = well fitted inhibition curve with a large enough effect in the polarisation, with a control signal flat, not every such curve was filed as active; inconclusive = small, poorly fitted or top-dose-only effect, or effect the other way, or a change in a side signal; inactive = no such curve, though single readings can be large or run the other way; the % refers to the polarisation; note: potency is the fitted concentration of half-maximal effect; % is set by controls: 0 for no effect and ±100 for the full control effect
Target sequence (Q13526 whole entry, looked up): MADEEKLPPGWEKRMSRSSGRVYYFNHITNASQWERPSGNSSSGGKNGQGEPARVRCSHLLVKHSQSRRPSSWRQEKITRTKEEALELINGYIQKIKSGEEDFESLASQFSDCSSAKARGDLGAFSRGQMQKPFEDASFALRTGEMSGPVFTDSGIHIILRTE
Pol eta inh: qHTS for Inhibitors of Polymerase Eta; DNA polymerase eta (Homo sapiens), Q9Y253; recombinant Pol eta, fluorescent DNA replication assay; Potency, µM (titrated, usually from 114 µM), inactives show top-dose activity change, negative = inhibition, hits mostly inhibitors; AID 588591, 2011; hit rate 1.2% among 390,000; note: potency is the fitted concentration of half-maximal effect; % is set by controls: 0 for no effect and ±100 for the full control effect
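Pol eta (10 nM) was preincubated with compounds for 15 min at room temperature, after which fluorescent replication substrate (50 nM final) was added to start the reaction. Fluorescence was read kinetically at 0 and 10 min.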
HP1b binding inh: HTS for Inhibitors of HP1-beta Chromodomain Interactions with Methylated Histone Tails | Chromobox protein homolog 1 (Homo sapiens), P83916 | AID 540317, 2011 | AlphaScreen HP1-beta / biotin-H3K9me3 peptide binding | Potency, µM (series often up to 114 µM), without a hit: top-dose activity change, negative = inhibition, actives largely listed as inhibitors | hit rate 0.56% among 390,000; note: potency is the fitted concentration of half-maximal effect; nearly all actives have a fitted effect of over 70% in size; inactives centre near 23
Target sequence (P83916 whole entry, looked up): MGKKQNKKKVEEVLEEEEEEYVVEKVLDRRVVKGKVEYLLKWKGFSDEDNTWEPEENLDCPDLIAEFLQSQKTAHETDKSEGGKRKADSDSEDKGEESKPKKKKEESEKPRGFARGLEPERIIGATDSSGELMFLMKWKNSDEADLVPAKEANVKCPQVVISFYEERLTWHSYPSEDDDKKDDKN
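HP1-beta protein (50 nM final) preincubated 30 min at room temperature with biotinylated H3(1-18)K9me3 peptide (50 nM) in PBS pH 7.4, 0.01% Tween-20, then compound added for 30 min. AlphaScreen streptavidin donor/nickel chelate acceptor beads (10 ug/mL final), 30 min dark, luminescence read.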
PI4K2A inh: qHTS for small molecular inhibitors of PI4K2A. purified PI4K2A, ADP-Glo luminescence, 1 h; active compounds read low. Phosphatidylinositol 4-kinase type 2-alpha (Homo sapiens), Q9BTU6. hit rate 0.13% among 420,000. activity change, negative = inhibition, % at 76.9 µM; in the data active = activity change below about -50%; inconclusive = mostly about -30% to -49%;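 note: -100% = wells without enzyme as full effect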
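PI4K2A activity was measured by ADP-Glo luminescence: enzyme (4 ug/mL stock) and phosphatidylinositol (1.2 mM stock) in Tris pH 7.5/MgCl2/EGTA/Triton X-100 buffer were reacted with ATP (300 microM stock) for one hour at ambient temperature.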
JMJD2A Tudor inh: qHTS Assay for Inhibitors of JMJD2A-Tudor Domain | AlphaScreen JMJD2A-Tudor / H3K4me3 peptide binding | Potency, µM (titrated, usually from 114 µM), for the others: at the highest dose activity change, negative = inhibition, usual class: inhibitors | hit rate 4.4% among 390,000; note: potency is the fitted concentration of half-maximal effect; % is set by controls: 0 for no effect and ±100 for the full control effect; nearly all actives have a fitted effect of over 50% in size
G9a inh: qHTS Assay for Inhibitors of Histone Lysine Methyltransferase G9a | G9a H3K9 monomethylation, AlphaScreen, 2 h | Potency, µM (doses to about 102 µM), for the others: at the highest dose activity, negative = inhibition, actives largely listed as inhibitors | hit rate 8.8% among 350,000 | Histone-lysine N-methyltransferase EHMT2 (Homo sapiens), Q96KQ7; note: potency is the fitted concentration of half-maximal effect; % is set by controls: 0 for no effect and ±100 for the full control effect; nearly all actives have a fitted effect of over 75% in size
Target sequence (Q96KQ7 913-1193 limits assumed): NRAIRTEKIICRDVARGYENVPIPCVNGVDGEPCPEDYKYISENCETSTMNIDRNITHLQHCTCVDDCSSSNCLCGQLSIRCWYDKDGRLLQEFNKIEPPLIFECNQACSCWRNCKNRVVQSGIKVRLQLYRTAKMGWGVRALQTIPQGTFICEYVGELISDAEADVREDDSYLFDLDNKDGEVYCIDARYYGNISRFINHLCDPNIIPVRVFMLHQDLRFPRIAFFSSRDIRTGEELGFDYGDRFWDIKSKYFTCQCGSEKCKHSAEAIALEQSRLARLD
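Chemiluminescent proximity detection of H3K9 monomethylation, read after 10 min bead incubation in the dark. Reaction: 20 nM G9a, 500 nM biotin-H3K9 peptide, 20 uM SAM cofactor, 2 h, room temperature, following 15 min enzyme-compound preincubation.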
GLS inh: qHTS for Inhibitors of Glutaminase (GLS); Glutaminase kidney isoform, mitochondrial (Homo sapiens), O94925; GLS enzymatic activity, qHTS titration; Potency, µM (highest dose often 45.5 µM), for inactives: top-dose activity change, negative = inhibition, hits mostly inhibitors; hit rate 0.21% among 410,000; note: potency is the fitted concentration of half-maximal effect; % is set by controls: 0 for no effect and ±100 for the full control effect
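Enzyme dispensed in phosphate buffer (45 mM, pH 8.2, 0.02% Tween-20), compounds pinned in, then 1 mM L-glutamine solution and the glutamate oxidase–HRP–Amplex Red mix added; fluorescence read immediately and again after 30 min at room temperature.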
Tb PGK inh: qHTS Assay to Find Inhibitors of Phosphoglycerate Kinase. hit rate 0.043% among 380,000. Potency, µM (highest dose often 57.5 µM), for the others: at the top dose activity change, negative = inhibition, hits mostly inhibitors. Phosphoglycerate kinase, glycosomal (Trypanosoma brucei brucei), P07378. PGK/GAPDH coupled, Kinase-Glo luminescence, 60 min; note: potency is the fitted concentration of half-maximal effect; % is set by controls: 0 for no effect and ±100 for the full control effect; nearly all actives have a fitted effect of over 60% in size
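Luminescent ATP detection (Kinase-Glo Plus) follows a 60-minute room-temperature incubation, with wells lacking PGK as controls. Buffer: 100 mM TEA (pH 7.6), 5 mM MgCl2, 0.01% Tween-20. Coupling enzyme GAPDH (100 nM final) supplies unstable 1,3-BPG in-well.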
Numbers without * were called inactive; i = inactive; ? = inconclusive; nt = no result given; [ ] = remark or other dose. Unless noted, calls come from the whole dose curve; as a rule, active = well fitted curve in the direction sought with a large enough effect; inconclusive = small, poorly fitted or top-dose-only effect, or another doubt; inactive = no such curve, though single readings can be large; an effect the other way counts as inactive or inconclusive.

item	Molecule	PI4K2A inh	Tb PGK inh	HP1b binding inh	BAZ2B block	Pin1 inh	GLS inh	Pol eta inh	G9a inh	JMJD2A Tudor inh
1	COc1ccc(S(=O)(=O)NC2CC(=O)N(c3ccc(C)c(C)c3)C2)cc1 (stereo not drawn)	-2	i	45%[activator]	-3%	-9%	-4%	-17%	-36%	-3%
2	Cc1cc(Cl)ccc1OCC(=O)NCCOc1nc(N2CCCCC2)nc(N2CCOCC2)n1	6	0%	34%	6%	-4%	-8%	-16%	13%[59 µM]	-5%
3	CCc1ccc(NC(=O)C2CCN(c3nc(-c4ccc(OC)cc4)no3)CC2)cc1	-4	-6%	23%[57 µM]	-3%	1%	3%	-1%	2%[59 µM]	-14%
4	COc1cccc(CNC(=O)CCNS(=O)(=O)c2cccs2)c1	3	0%	22%	-4%	10%	-2%	-10%	?	3%
5	N#Cc1cnn(-c2cc(Cl)ccc2Cl)c1N	3	1%	nt	nt	nt	?	2%	nt	nt
6	COC(=O)c1ccccc1NC(=O)CN(c1ccc(C)cc1)S(C)(=O)=O	1	-1%	31%	7%	1%	11%	1%	20%	-13%
7	CCCN(CC(=O)Nc1ccccc1C)C(=O)c1ccc(N2CCCC(C)C2)c([N+](=O)[O-])c1 (stereo not drawn)	2	i	-21%	nt	-14%	0%	-26%	nt	?
8	CCOC(=O)c1cc(C(=O)Nc2ccccc2F)nn1C	-5	i	33%[activator]	2%	0%	-2%	-11%	?	6%

A draw from above in order of count of non-hydrogen atoms, smallest number first.
item	Molecule	PI4K2A inh	Tb PGK inh	HP1b binding inh	BAZ2B block	Pin1 inh	GLS inh	Pol eta inh	G9a inh	JMJD2A Tudor inh
5	N#Cc1cnn(-c2cc(Cl)ccc2Cl)c1N	3	1%	nt	nt	nt	?	2%	nt	nt
8	CCOC(=O)c1cc(C(=O)Nc2ccccc2F)nn1C	-5	i	33%[activator]	2%	0%	-2%	-11%	?	6%
4	COc1cccc(CNC(=O)CCNS(=O)(=O)c2cccs2)c1	3	0%	22%	-4%	10%	-2%	-10%	?	3%
6	COC(=O)c1ccccc1NC(=O)CN(c1ccc(C)cc1)S(C)(=O)=O	1	-1%	31%	7%	1%	11%	1%	20%	-13%
3	CCc1ccc(NC(=O)C2CCN(c3nc(-c4ccc(OC)cc4)no3)CC2)cc1	-4	-6%	23%[57 µM]	-3%	1%	3%	-1%	2%[59 µM]	-14%
7	CCCN(CC(=O)Nc1ccccc1C)C(=O)c1ccc(N2CCCC(C)C2)c([N+](=O)[O-])c1 (stereo not drawn)	2	i	-21%	nt	-14%	0%	-26%	nt	?
2	Cc1cc(Cl)ccc1OCC(=O)NCCOc1nc(N2CCCCC2)nc(N2CCOCC2)n1	6	0%	34%	6%	-4%	-8%	-16%	13%[59 µM]	-5%

Carrying on:
item	Molecule	PI4K2A inh	Tb PGK inh	HP1b binding inh	BAZ2B block	Pin1 inh	GLS inh	Pol eta inh	G9a inh	JMJD2A Tudor inh
9	NC(=O)c1nn2c(C(F)(F)F)cc(-c3ccc(Br)cc3)nc2c1Cl	1	i	7%	6%	-28%	-1%	-3%	8%[59 µM]	-13%
10	COc1ccccc1NC(=O)c1ccc(-c2ccc(Br)cc2)o1	3	-8%	31%	-22%	?	-5%	-8%	-24%[59 µM]	-5%[57.1 µM]
11	CC(C)C(=O)Nc1ccccc1-c1nc2ccccc2[nH]c1=O	-1	-7%	19%	-19%	-2%	0%	2%	?	-14%
12	NS(=O)(=O)c1ccc(Sc2ccc3ccccc3c2)nc1	0	3%	11%	4%	3%	-16%	3%	0%	-13%
13	Cc1nn(C(C)C(=O)NCc2cccs2)c(C)c1[N+](=O)[O-] (stereo not drawn)	-2	i	15%[57 µM]	-17%	4%	0%	-15%	11%	-11%
14	COc1ccc(NC(=O)CCC(=O)OC(C(=O)c2ccccc2)c2ccccc2)cc1 (stereo not drawn)	-2	-1%	30%	-1%	?	-5%	-19%	-7%	-7%
15	C=CCn1c(SCC(=O)N2CCCC2)nc2c([nH]c3ccccc32)c1=O	-3	-9%	35%	2%	34%[activator]	1%	-19%	95%[activator]	-28%
16	COCCn1nnnc1CN1CCN(c2cccc(C(F)(F)F)c2)CC1	-4	0%	7%	79µM*	-2%	-10%	-23%	?	-13%[11.4 µM]

Next section.
item	Molecule	PI4K2A inh	Tb PGK inh	HP1b binding inh	BAZ2B block	Pin1 inh	GLS inh	Pol eta inh	G9a inh	JMJD2A Tudor inh
17	O=C(NC(c1ccc(Cl)cc1)c1c(O)ccc2ccccc12)c1ccccc1 (stereo not drawn)	2	1%	-6%	-22%	-2%	12%	-16%	-17%[59 µM]	-27%
18	CCS(=O)(=O)NCC(c1cccnc1)N1CCN(c2ccc(F)cc2)CC1 (stereo not drawn)	8	6%	14%	0%	-3%	30%[activator]	2%	nt	3%
19	CC(C)C[C@H](NC(=O)c1nc[nH]c1C(=O)NCc1ccccc1)C(=O)OC(C)(C)C	-2	-7%	32%	-2%	?	4%	-23%	21%[59 µM]	-24%
20	CN1C(=O)SC(Nc2cccc3ccccc23)C1=O (stereo not drawn)	10	9%	36%	0%	-7%	1%	-10%	?	-13%
21	c1ccc(-c2nc(N3CCOCC3)sc2-c2ccccc2)cc1	-1	i	5%	18%	-10%	5%	-10%	-5%	7%
22	CCOC(=O)c1cccc(NS(=O)(=O)c2ccc3[nH]c4c(c3c2)CCCC4)c1	-1	1%	?	40µM*	3%	10%	-16%	14µM*	28µM*
23	COc1cc(/C=C(\C#N)C(=O)NC2CCCCC2C)ccc1OS(=O)(=O)c1ccc(C)cc1 (stereo not drawn)	23	-2%	3%	-5%	12%	-1%	-10%	12%[59 µM]	-20%
24	C=CCS/C(=N\n1cnc2ccccc2c1=O)N1CCCCC1	-8	-2%	-12%	11%	-3%	-13%	-17%	-41%[59 µM]	16%[11.4 µM]

Later entries
item	Molecule	PI4K2A inh	Tb PGK inh	HP1b binding inh	BAZ2B block	Pin1 inh	GLS inh	Pol eta inh	G9a inh	JMJD2A Tudor inh
25	CC(=O)Nc1nc(CC(=O)c2ccccc2)cs1	1	-5%	65%[activator]	8%	25%	-8%	-17%	?	1%
26	COC(=O)CC1SC(=O)NC1=Nc1cccc(C)c1 (stereo not drawn)	-5	i	19%	5%	3%	5%	-21%	19%	-1%
27	C/C(=N\NC(=O)c1cc(C)nc2ccccc12)c1ccncc1	-19	9%	23%	-10%	-2%	20%	0%	nt	-10%
28	Cc1nc2ccc(S(=O)(=O)NCC(=O)N3CCc4ccccc43)cc2s1	-17	1%	18%	-4%	0%	4%	-7%	-31%	-14%
29	Cc1cc(C(=O)CSc2nnc(-c3cccs3)n2Cc2ccccc2)c(C)n1C	9	11%	-22%	nt	2%	9%	2%	?	?
30	C=CCn1cc(C(=O)OC)c(=O)c2cc(S(=O)(=O)N3CCCCCC3)ccc21	4	i	42%[activator]	nt	2%	-2%	-11%	-49%	-7%
31	COc1ccc(-c2cc3ccc(O)c(CN4CCN(CCO)CC4)c3oc2=O)cc1OC	-4	nt	26%[57 µM]	8%	?	3%	nt	-1%[59 µM]	2%
32	O=C(CC(=O)Nc1nc(C23CC4CC(CC(C4)C2)C3)cs1)NCCO	2	-8%	-15%	-20%	-2%	7%	-5%	-7%[59 µM]	-29%

Additional results:
item	Molecule	PI4K2A inh	Tb PGK inh	HP1b binding inh	BAZ2B block	Pin1 inh	GLS inh	Pol eta inh	G9a inh	JMJD2A Tudor inh
33	CN(C)CCNC(=S)NC1CCCCC1	3	-1%	18%	5%	0%	-3%	-6%	-9%	-4%
34	CC(C)CCn1nnnc1C(c1ccc(F)cc1)N1CCN(C(=O)c2ccco2)CC1 (stereo not drawn)	5	9%	45%	-35%	3%	14%	-11%	50µM*	-12%
35	COc1ccc(NC(=O)c2c(C)oc3ccc(O)c(CN4CCN(C)CC4)c23)cc1Cl	3	0%	24%	-16%	-6%	2%	-19%	-3%[59 µM]	-18%
36	Cc1ccc([N+](=O)[O-])cc1S(=O)(=O)N1CCC(C)CC1	0	-12%	?	-31%	-2%	13%	-10%	56µM*	-14%[11.4 µM]
37	CCCN(CCC)S(=O)(=O)c1ccc(C(=O)Nc2ccc(S(=O)(=O)Nc3nnc(CC)s3)cc2)cc1	-1	i	46%[activator]	?	?	6%	-14%	-48%[59 µM]	-18%
38	CC(=O)c1sc(NC(=O)CS(=O)(=O)c2ccc(F)cc2)nc1C	-1	-5%	33%	8%	-1%	1%	-12%	-9%	-17%
39	COc1ccc(-n2nc(C(=O)NCC(=O)NC3CCCCC3)c3ccccc3c2=O)cc1	2	-2%	7%	3%	-1%	-6%	0%	12%	-4%

Only part of the results is shown; rates above refer to the full screens.
